STEP inh – inhibitors of human striatal-enriched phosphatase STEP; P54829; recombinant STEP, OMFP fluorogenic substrate, fluorescence; inhibition, % at 20 µM; 360,000 compounds, 0.25% hits; AID 588621;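 active = inhibition at 20 µM, scaled per plate between control wells, above about 37%, limit read from the data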;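 also: 0% = DMSO with enzyme and substrate and 100% = substrate only without enzyme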
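Assay system: isolated STEP enzyme / Timing: 20 min at room temperature, dark / Doses: 20 µM, 1% DMSO / Technique: fluorescence intensity, excitation 480 nm, emission 540 nm / Reagent: fluorogenic phosphatase substrate OMFP at 25 µM final / Measure: percent inhibition scaled to no-enzyme and uninhibited-enzyme controls, plate-pattern corrected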
Tb MetRS inh – Trypanosoma brucei MetRS inhibition; purified T. brucei MetRS, ATP depletion, Kinase-Glo luminescence; inhibition, % at 11.9 µM; 360,000 compounds, 0.4% hits; AID 624268;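 active = inhibition above a per-plate cutoff of the control wells' mean inhibition plus 3 SD, cut at about 5.5% in these data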;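 also: 0% = DMSO wells median and 100% = median of wells with control inhibitor compound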
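Assay system: T. brucei methionyl-tRNA synthetase, purified | Medium: HEPES buffer with MgCl2, KCl, DTT, spermine, BSA, pyrophosphatase | Compound: 11.9 µM single point | Incubation: 15 min enzyme-compound preincubation, 2 h reaction, 10 min detection, 25 °C | Measured by: Kinase-Glo luciferase luminescence reporting remaining unconsumed ATP | Measure: % inhibition normalized to control-well medians | Replication: Singlicate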
NadD block – NadD (S. aureus) enzyme inhibition; purified NadD enzyme, colorimetric absorbance read-out; inhibition, % at 20 µM; 360,000 compounds, 0.78% hits; AID 602399; in the data active = inhibition above about 26%; also: some compounds past the cut are filed as inactive
Rpn11 inh – blocks the human proteasome subunit Rpn11. calls only at 20 µM. O00487. 360,000 compounds, 0.59% hits. human 26S proteasome, Ub4-pepOG fluorescence polarization; 20S core pre-blocked with epoxomicin;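 active = inhibition at 20 µM, scaled to each plate's controls, above about 33%, limit read from the data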
Target sequence (O00487 whole entry, looked up): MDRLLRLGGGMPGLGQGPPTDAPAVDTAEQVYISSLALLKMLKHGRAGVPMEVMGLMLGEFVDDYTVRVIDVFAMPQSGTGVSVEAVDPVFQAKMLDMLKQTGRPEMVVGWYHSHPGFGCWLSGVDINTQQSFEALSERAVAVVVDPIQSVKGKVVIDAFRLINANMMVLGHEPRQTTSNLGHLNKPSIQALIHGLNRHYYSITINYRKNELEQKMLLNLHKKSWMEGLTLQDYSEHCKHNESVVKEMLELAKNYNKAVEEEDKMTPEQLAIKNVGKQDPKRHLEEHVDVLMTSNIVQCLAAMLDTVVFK
CSN inh – CSN deneddylation inhibition. Purified CSN, SCF-Nedd8-OG deneddylation, fluorescence polarization. inhibition, % at 12.5 µM. 360,000 compounds, 0.38% hits. AID 651999;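 active = pattern-corrected inhibition above about 35%, with an unprinted fluorescence ratio check between 0.5 and 1.5, limit read from the data, passing the limit was not always enough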;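 also: 0% = enzyme with substrate and 100% = substrate without enzyme; some results filed as inactive read as strong as hits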
Target sequence (Q92905 whole entry, looked up, one chain of several): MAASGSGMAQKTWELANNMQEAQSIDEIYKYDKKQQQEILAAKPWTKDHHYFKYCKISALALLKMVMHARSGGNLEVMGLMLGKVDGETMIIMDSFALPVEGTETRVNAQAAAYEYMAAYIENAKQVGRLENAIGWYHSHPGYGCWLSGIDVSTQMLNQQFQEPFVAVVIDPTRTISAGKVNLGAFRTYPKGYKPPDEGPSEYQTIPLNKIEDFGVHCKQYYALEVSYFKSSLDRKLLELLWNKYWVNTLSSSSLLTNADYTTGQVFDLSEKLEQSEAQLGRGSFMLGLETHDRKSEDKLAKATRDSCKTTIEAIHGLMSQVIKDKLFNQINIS
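Schedule: reaction 90 min, room temperature / Assay system: HEK293T-derived human Csn5 enzyme / Input: Csn5 at 0.24 nM final / Measure: inhibition of Csn5 cleavage, % / Control set: substrate-only high control, full reaction low control / Technique: fluorescence polarization of the substrate / Buffer or medium: Tris/NaCl/DTT buffer, pH 7.5 / Reagent: SCFSkp2-Nedd8OG substrate at 10 nM final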
LMPTP inh – blocks human LMPTP phosphatase; 360,000 compounds, 0.22% hits; P24666; inhibition, % at 20 µM; AID 651560; recombinant LMPTP-A, OMFP fluorogenic substrate, fluorescence intensity;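 active = compounds that cut the enzyme signal by at least half of the control window in the single-dose screen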;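 also: plate controls were DMSO wells with enzyme plus substrate for no effect and substrate without enzyme for full effect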
Target sequence (P24666 whole entry, looked up): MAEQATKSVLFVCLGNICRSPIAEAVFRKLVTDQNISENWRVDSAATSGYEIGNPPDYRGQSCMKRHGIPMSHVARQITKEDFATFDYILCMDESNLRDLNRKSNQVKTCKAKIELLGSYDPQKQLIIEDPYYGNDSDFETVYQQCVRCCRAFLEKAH
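Buffer or medium: Bis-Tris pH 6.0, DTT, detergent; Assay system: LMPTP-A enzyme; Quantity: 0.625 nM enzyme; Detection: endpoint fluorescence intensity; Times: 50 min dark incubation at room temperature; Controls: substrate-only low control, DMSO enzyme-plus-substrate high control; Doses: single 20 µM dose; Read-out: percent inhibition versus substrate-only and uninhibited controls; Reagent: 400 µM OMFP.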
Scp1 inh – inhibitors of human Scp-1 phosphatase; Q9GZU7; Recombinant Scp1, phosphopeptide, malachite green phosphate absorbance; inhibition, % at 20 µM; 340,000 compounds, 0.88% hits; AID 493091;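 active = inhibition above about 50% at 20 µM, limit read from the data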;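 also: plate controls were DMSO wells with enzyme for no effect and wells lacking enzyme for full effect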
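Incubation: 45 min enzyme reaction at room temperature / System: truncated SCP-1 phosphatase (76-261aa) / Reagent: Phospho 17-mer peptide substrate / Buffer or medium: Acidic Tris acetate buffer with magnesium and detergent / Signal: absorbance at 630 nm / Doses: one concentration, 20 µM, with 1.0% DMSO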
MsrA inh – inhibits bovine methionine sulfoxide reductase A; 360,000 compounds, 0.75% hits; inhibition, % at 15.5 µM; purified bovine MsrA, absorbance read-out; in the data active = inhibition above about 4.5%;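 also: 0% = vehicle wells with enzyme and 100% = reference inhibitor wells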
SUMO1-SIM PPI – SUMO1-SIM interaction modulation. P63165. SUMO1 binding to a labelled peptide, TR-FRET, 1 h. inhibition, % at 20 µM. AID 602429. 360,000 compounds, 0.33% hits; in the data active = inhibition above about 37%
Target sequence (P63165 whole entry, looked up): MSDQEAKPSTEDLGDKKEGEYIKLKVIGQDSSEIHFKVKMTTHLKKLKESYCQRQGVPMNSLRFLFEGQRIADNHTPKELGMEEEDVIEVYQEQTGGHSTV
DNMT1 block – inhibitors of human DNMT1. P26358. DNMT1 molecular beacon, Hinp1I cleavage, fluorescence. inhibition (reported as % activation of signal), % at 10 µM. 360,000 compounds, 0.83% hits; in the data active = inhibition above about 50%
The depositor's hits bear a star.

The first 2 entries (preview)
Screening O=C(O)c1ccc(Cl)c(S(=O)(=O)N(Cc2ccccc2)c2ccccc2Cl)c1 returned STEP inh 1, Tb MetRS inh 0.0, NadD block -3, Rpn11 inh inactive, CSN inh -4, LMPTP inh 0.4, Scp1 inh 12, MsrA inh 0.1, SUMO1-SIM PPI 4 and DNMT1 block 1.
`Oc1ccccc1C=NCCCCCCN=Cc1ccccc1O` gave STEP inh 1, Tb MetRS inh 0.3, NadD block 1, Rpn11 inh inactive, CSN inh 0, LMPTP inh -0.3, Scp1 inh -10, MsrA inh -1.2, SUMO1-SIM PPI -3 and DNMT1 block -2.

Main list, from the start:
Screening O=C(O)c1ccc(Cl)c(S(=O)(=O)N(Cc2ccccc2)c2ccccc2Cl)c1 returned STEP inh 1, Tb MetRS inh 0.0, NadD block -3, Rpn11 inh inactive, CSN inh -4, LMPTP inh 0.4, Scp1 inh 12, MsrA inh 0.1, SUMO1-SIM PPI 4 and DNMT1 block 1.
`Oc1ccccc1C=NCCCCCCN=Cc1ccccc1O` gave STEP inh 1, Tb MetRS inh 0.3, NadD block 1, Rpn11 inh inactive, CSN inh 0, LMPTP inh -0.3, Scp1 inh -10, MsrA inh -1.2, SUMO1-SIM PPI -3 and DNMT1 block -2.
For Cc1cccnc1NC(=O)c1ccc(S(=O)(=O)N2CCC(C)CC2)cc1 the results were STEP inh -2, Tb MetRS inh -0.6, NadD block -5, Rpn11 inh inactive, CSN inh -4, LMPTP inh -2.6, Scp1 inh 1, MsrA inh -0.4, SUMO1-SIM PPI 0 and DNMT1 block 1.
For S=c1[nH]nc(-c2ccccn2)n1/N=C/c1cccc(Cl)c1 the results were STEP inh 4, Tb MetRS inh 0.0, NadD block 11, Rpn11 inh inactive, CSN inh -4, LMPTP inh 1.1, Scp1 inh 3, MsrA inh 1.2, SUMO1-SIM PPI 8 and DNMT1 block -3.
Screening COc1ccccc1N1CCN(CC(=O)Nc2sccc2C#N)CC1 returned STEP inh 2, Tb MetRS inh -0.1, NadD block 3, Rpn11 inh inactive, CSN inh 0, LMPTP inh 0.0, Scp1 inh -2, MsrA inh -0.1, SUMO1-SIM PPI 9 and DNMT1 block -13.
COc1cc(C(=O)N(C)C2CCCCC2)cc(OC)c1OC was read as STEP inh 2, Tb MetRS inh -0.4, NadD block 4, Rpn11 inh inactive, CSN inh -1, LMPTP inh -1.6, MsrA inh 0.6, SUMO1-SIM PPI -4 and DNMT1 block 0.
CCCOc1ccc(CCC(=O)N/N=C/c2ccncc2)cc1 was read as STEP inh 0, Tb MetRS inh -0.2, NadD block 1, Rpn11 inh inactive, CSN inh 3, LMPTP inh -0.9, Scp1 inh -4, MsrA inh -0.4, SUMO1-SIM PPI -5 and DNMT1 block -1.
`CC(C)N(C(C)C)S(=O)(=O)c1ccc(Cl)nc1` gave STEP inh 6, Tb MetRS inh 2.5, NadD block -6, Rpn11 inh inactive, CSN inh -8, LMPTP inh -1.6, Scp1 inh -5, MsrA inh 0.3, SUMO1-SIM PPI 6 and DNMT1 block 1.
Cc1cc(C(=O)CCC(=O)Nc2ccc(S(N)(=O)=O)cc2)c(C)s1 was read as STEP inh -1, Tb MetRS inh -0.1, NadD block -4, Rpn11 inh inactive, CSN inh -5, LMPTP inh 1.0, Scp1 inh -4, MsrA inh 0.6, SUMO1-SIM PPI -1 and DNMT1 block -1.
For O=C(CN1CCN(Cc2ccccc2Cl)CC1)N/N=C/C=C\c1ccccc1[N+](=O)[O-] the results were STEP inh -2, Tb MetRS inh -0.8, NadD block 0, Rpn11 inh inactive, CSN inh -1, LMPTP inh -1.2, Scp1 inh -3, SUMO1-SIM PPI -21 and DNMT1 block -1.
For CSc1ccc(C(=O)C2CCCN(C(=O)CCCn3cncn3)C2)cc1 (stereo not drawn) the results were STEP inh -6, Tb MetRS inh 1.3, NadD block -3, Rpn11 inh inactive, CSN inh -4, LMPTP inh -0.2, Scp1 inh 2, MsrA inh 1.7, SUMO1-SIM PPI 3 and DNMT1 block 17.
For NCc1ccccc1COc1ccccc1 the results were STEP inh 0, Tb MetRS inh -0.8, NadD block -7, Rpn11 inh inactive, CSN inh -3, LMPTP inh -0.1, Scp1 inh 11, MsrA inh -0.5, SUMO1-SIM PPI -1 and DNMT1 block 4.
For O=C(c1ccc2c(=O)n(-c3ccccc3)c(=O)[nH]c2c1)N1CCCCC1 the results were STEP inh -1, Tb MetRS inh 0.6, NadD block 2, Rpn11 inh inactive, CSN inh 3, LMPTP inh -0.8, Scp1 inh -6, MsrA inh 0.8, SUMO1-SIM PPI -1 and DNMT1 block -1.
Screening O=C(Nc1nc(=O)n(C(=O)C2CC2)s1)c1ccccc1 returned STEP inh 2, Tb MetRS inh 0.1, NadD block 2, Rpn11 inh inactive, CSN inh 7, LMPTP inh -0.6, Scp1 inh -5, MsrA inh 1.1, SUMO1-SIM PPI 0 and DNMT1 block 11.
`Cc1ccc(-c2nn3c(=O)c(C)nnc3s2)cc1` gave STEP inh -1, Tb MetRS inh 0.4, NadD block 1, Rpn11 inh inactive, CSN inh -3, LMPTP inh -0.3, Scp1 inh -1, MsrA inh 1.1, SUMO1-SIM PPI -22 and DNMT1 block -1.
Cc1cccc(OCCNc2cc(N3CCOCC3)ccc2[N+](=O)[O-])c1 was read as STEP inh 6, Tb MetRS inh -0.6, NadD block -1, Rpn11 inh inactive, CSN inh 6, LMPTP inh 3.7, Scp1 inh -23, MsrA inh 0.8, SUMO1-SIM PPI -17 and DNMT1 block 2.
`Cn1c(SCC(=O)Nc2cccc(F)c2)nnc1-c1cccnc1` gave STEP inh 4, Tb MetRS inh 0.2, NadD block -4, Rpn11 inh inactive, CSN inh -5, LMPTP inh -0.7, Scp1 inh 4, MsrA inh -0.2, SUMO1-SIM PPI -1 and DNMT1 block 0.
For COCCNC(=O)CCn1c(=O)oc2ccccc21 the results were STEP inh -25, Tb MetRS inh -0.1, NadD block -2, Rpn11 inh inactive, CSN inh 2, LMPTP inh -1.3, Scp1 inh -11, MsrA inh 0.0, SUMO1-SIM PPI 0 and DNMT1 block -3.
Screening Cc1ccc(S(=O)(=O)NCC(=O)N(CC(=O)NCC2CCCO2)c2ccc(Cl)cc2)cc1 (stereo not drawn) returned STEP inh 0, Tb MetRS inh 0.2, NadD block -11, Rpn11 inh inactive, CSN inh 0, LMPTP inh 0.2, Scp1 inh -6, MsrA inh 0.3, SUMO1-SIM PPI 7 and DNMT1 block -1.
For CNc1cncc(-c2ccc(OCCCN(C)C)nc2)n1 the results were STEP inh 2, Tb MetRS inh -0.2, NadD block 1, Rpn11 inh inactive, CSN inh -9, LMPTP inh -2.1, MsrA inh 0.5, SUMO1-SIM PPI -16 and DNMT1 block 2.
For CC1(C)CC(=O)c2cnc(NC(=O)C3CCCC3)nc2C1 the results were STEP inh 0, Tb MetRS inh 0.6, NadD block 1, Rpn11 inh inactive, CSN inh -1, LMPTP inh -2.6, Scp1 inh -3, MsrA inh -1.0, SUMO1-SIM PPI 0 and DNMT1 block 4.
CCOc1cc2c(cc1OCC)C(c1ccc(C(=O)O)cc1)NCC2 (stereo not drawn) was read as STEP inh -1, Tb MetRS inh -1.0, NadD block 4, Rpn11 inh inactive, CSN inh -4, LMPTP inh 0.2, Scp1 inh -9, MsrA inh -0.8, SUMO1-SIM PPI 3 and DNMT1 block 2.
`Cc1csc(CCc2nc(C)cs2)n1` gave STEP inh -4, Tb MetRS inh -0.3, NadD block -1, Rpn11 inh inactive, CSN inh -2, LMPTP inh -1.6, Scp1 inh 4, MsrA inh 0.2, SUMO1-SIM PPI 0 and DNMT1 block 3.
`CC(C(=O)Nc1ccccc1)N(c1cccc(Cl)c1)S(C)(=O)=O` (stereo not drawn) gave STEP inh 1, Tb MetRS inh -0.2, NadD block 2, Rpn11 inh inactive, CSN inh -8, LMPTP inh -0.2, Scp1 inh 1, MsrA inh -0.5, SUMO1-SIM PPI 2 and DNMT1 block 0.
For O=C1CN(C(=O)COC(=O)Cc2ccccc2F)c2ccccc2N1 the results were STEP inh 2, Tb MetRS inh -0.5, NadD block -6, Rpn11 inh inactive, CSN inh -2, LMPTP inh -0.2, Scp1 inh 3, MsrA inh 0.9, SUMO1-SIM PPI -3 and DNMT1 block 3.
O=C(CSc1ncccn1)Nc1ccc2c(c1)OCO2 was read as STEP inh -3, Tb MetRS inh -0.1, NadD block 0, Rpn11 inh inactive, CSN inh -4, LMPTP inh 0.9, Scp1 inh -13, MsrA inh 0.6, SUMO1-SIM PPI -3 and DNMT1 block -3.
For O=C(Nc1ccc2c(c1)OCCO2)c1ccc(Br)o1 the results were STEP inh -1, Tb MetRS inh -2.0, NadD block -5, Rpn11 inh inactive, CSN inh 0, LMPTP inh -0.8, Scp1 inh -2, MsrA inh -0.4, SUMO1-SIM PPI 0 and DNMT1 block 5.
Screening COc1ccc(C2=NS(=O)(=O)N(C)C(C(=O)NCc3ccccn3)=C2)cc1OC returned STEP inh 3, Tb MetRS inh -1.3, NadD block 2, Rpn11 inh inactive, CSN inh -3, LMPTP inh 0.0, Scp1 inh -4, MsrA inh 2.0, SUMO1-SIM PPI -28 and DNMT1 block 1.
CC1C(c2ccccc2)N(C)C(c2ccccc2)CC1(O)c1ccccc1 (stereo not drawn) was read as STEP inh 1, Tb MetRS inh -0.8, NadD block -5, Rpn11 inh inactive, CSN inh -3, LMPTP inh 0.2, Scp1 inh -8, MsrA inh 0.0, SUMO1-SIM PPI -2 and DNMT1 block 4.
For O=C(Nc1ccc(NC(=S)NC(=O)c2cccs2)cc1)c1ccccc1 the results were STEP inh 1, Tb MetRS inh 1.5, NadD block 1, Rpn11 inh inactive, CSN inh -2, LMPTP inh -2.1, Scp1 inh -19, MsrA inh 0.9, SUMO1-SIM PPI 0 and DNMT1 block -5.
For O=C1NCC(O)=C1C=Nc1ccccc1O the results were STEP inh 0, Tb MetRS inh -0.5, NadD block 2, Rpn11 inh inactive, CSN inh -1, LMPTP inh -1.4, Scp1 inh -6, MsrA inh 2.1, SUMO1-SIM PPI -23 and DNMT1 block 1.
`CCCCN(c1ccccc1)c1ncnc2nc[nH]c12` gave STEP inh -3, Tb MetRS inh -0.3, NadD block -3, Rpn11 inh inactive, CSN inh -1, LMPTP inh -0.8, Scp1 inh -10, SUMO1-SIM PPI 5 and DNMT1 block -1.

Screens (PubChem BioAssay)
